Source: PubChem BioAssay (National Center for Advancing Translational Sciences (NCATS))
A549 viability: A549 cytotoxicity, counter-screen for Nrf2 inhibitors | A549 ARE-Fluc cells, CellTiter-Fluor viability, 18-24 h | Potency, µM (top dose mostly 46 µM), inactives show top-dose activity change, negative = cytotoxicity, most hits filed as inhibitors | actives 0.16% (n = 390,000); also: potency is read from the fitted curve at half-maximal effect; % is scaled to controls: 0 for no effect and ±100 for the full control effect
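A549 ARE_Fluc cells in 5% FBS OPTI-MEM were exposed to compounds in concentration-response for 18-24 h at 37 deg C. Viability was read by CellTiter-Fluor fluorescence (Ex 405/Em 525) after 30 min, before the luciferase read.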
TGFb SMAD3 inh: inhibitors of TGF-b signaling | HepG2 CAGA-GFP TGF-b/SMAD3 reporter, GFP fluorescence, 18 h; TGF-beta stimulated, 500 pg/mL final | Potency, µM (highest dose often 46.1 µM), for inactives: at the highest dose activity, negative = inhibition, hits mostly inhibitors | actives 1.2% (n = 410,000) | AID 588855; also: potency is read from the fitted curve at half-maximal effect; % is scaled to controls: 0 for no effect and ±100 for the full control effect; nearly all actives have a fitted effect of over 65% in size
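Per well, imaged GFP fluorescence of HEPG2 CAGA-GFP cells gives the signal; cells get compound, then TGF-beta (500 pg/mL final), 18 h at 37 degrees C; %Activity versus -TGF-beta and +DMSO controls.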
IL1B secr inh: blocks inflammasome-driven IL-1 beta release; THP-1 LPS/ATP IL-1B secretion, AlphaLISA, 16 h; stronger effect = lower value; activity change, % at 57.5 µM; actives 4.7% (n = 360,000); AID 743279; in the data active = activity change below about -50%; inconclusive = mostly about -30% to -49%; also: % is scaled to controls: 0 for no effect and ±100 for the full control effect
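Secreted IL-1B measured by AlphaLISA bead assay after 16 h compound exposure of THP-1 cells; compounds (final up to 57.5 uM) added 1 h before LPS (250 ng/mL) and ATP (1.25 mM) stimulation; lower signal means less secretion.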
HepG2 tox: HepG2 cytotoxicity, counter-screen for TGF-b inhibitors; HepG2 CAGA-GFP viability, ATP luminescence, 18 h; Potency, µM (series often up to 46.1 µM), without a hit: at the top dose activity change, negative = cytotoxicity, most hits filed as cytotoxic; actives 0.76% (n = 410,000); also: potency is read from the fitted curve at half-maximal effect; some results filed as inactive show a strong effect at the top dose
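CellTiter-Glo luminescence gave cytotoxicity after 18 hours at 37 degrees C. The cells were HepG2 CAGA-GFP in 1% FBS DMEM, stimulated with 500 pg/mL TGF-beta after compound addition. %Activity was normalised to no-cell wells (complete cell-killing) and DMSO (no toxicity), and curves were fitted and classified.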
ATXN2 expr inh: reduces ATXN2 reporter expression in HEK-293 cells. HEK-293 ATXN2-luciferase reporter, luminescence, 24 h. Potency, µM (series often up to 57 µM), for inactives: top-dose activity change, negative = inhibition, hits mostly inhibitors. actives 0.72% (n = 360,000); also: potency is read from the fitted curve at half-maximal effect; % is scaled to controls: 0 for no effect and ±100 for the full control effect; nearly all actives have a fitted effect of over 55% in size
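qHTS (up to 57 uM final) was run with 24 h compound exposure of reporter cells at 37 °C. Each well was multiplexed: SteadyGlo luminescence measured ATXN2-luciferase expression after a fluorogenic Gly-Phe-AFC viability readout (25 uM final).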
MCF10A rerep: induces DNA re-replication in MCF 10a normal breast cells. actives 2.9% (n = 350,000). Potency, µM (highest dose often 46.1 µM), without a hit: at the highest dose activity, positive = re-replication, actives largely listed as activators. MCF 10A DNA re-replication, Hoechst nuclear intensity, 48 h. AID 624296; also: potency is read from the fitted curve at half-maximal effect; % of control where 0% means no effect; nearly all actives have a fitted effect of over 50% in size
Nrf2 inh: Nrf2 pathway inhibition. A549 ARE-Fluc reporter, luciferase luminescence, 18-24 h. Potency, µM (highest dose often 46 µM), for the others: at the top dose activity change, negative = inhibition, usual class: inhibitors. actives 2.1% (n = 360,000); also: potency is read from the fitted curve at half-maximal effect; % is scaled to controls: 0 for no effect and ±100 for the full control effect; nearly all actives have a fitted effect of over 60% in size
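Concentration-response testing used A549 ARE_Fluc cells at 5000 cells/well. Following an 18-24 h compound incubation, viability was read by fluorescence (Ex 405/Em 525) and luciferase output by luminescence.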
Nrf2 activator: Nrf2 pathway activation; AREc32 ARE-luciferase reporter (MCF7-derived line), luminescence, 24 h; Potency, µM (series often up to 46.1 µM), for inactives: top-dose activation, actives largely listed as activators; actives 0.31% (n = 410,000); AID 624171; also: potency is read from the fitted curve at half-maximal effect; % of control where 0% means no effect; nearly all actives have a fitted effect of over 65% in size
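AREc32_Fluc, 1000 cells/well, OPTI-MEM + 5% FBS, o/n 37 deg C 5% CO2; 23 nL cpd by pin tool, 24 hr; Steady-Glo 30 min RT, luminescence.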
ATXN viability: viability counter-screen for ATXN expression inhibitors; S2 cells (HEK-293 line with an ATXN2-luciferase reporter) viability, CellTiter-Fluor protease fluorescence, 24 h; Potency, µM (titrated, usually from 56.7 µM), most hits filed as cytotoxic; actives 0.49% (n = 400,000); also: potency is read from the fitted curve at half-maximal effect; nearly all actives have a fitted effect of over 40% in size
* marks the source's active call; other numbers are inactive results; i = inactive; ? = inconclusive; . = not tested or not shown; & = joins results of further samples; [ ] = dose if it differs, or a comment. Unless noted, calls follow the shape of the dose curve; as a rule, active = well fitted curve in the direction sought with a large enough effect; inconclusive = small, poorly fitted or top-dose-only effect, or another doubt; inactive = no such curve, though single readings can be large; an effect the other way counts as inactive or inconclusive.

Each structure is followed by: Nrf2 inh | ATXN viability | Nrf2 activator | A549 viability | MCF10A rerep | HepG2 tox | TGFb SMAD3 inh | IL1B secr inh | ATXN2 expr inh
COc1ccc(NC(=S)N(CCCN2CCN(C)CC2)Cc2cccs2)cc1
    7% | i | -0.3% | -9% | 9% | -11% | 12% | -2 | -16%
Cc1ccc(-c2cc(-c3ccc(F)cc3)n[nH]2)c(O)c1
    ? | i | ? | -22% | ? | -52% | 3% | -61* | 168%[activator]
O=C(O)c1cccc(N2CCCCS2(=O)=O)c1
    12% | i | -0.4% | -3% | -1% | 21% | 34%[activator] | -4 | -8%
CCC(=O)Nc1ccc(C(=O)OCC(=O)c2ccc(C)c([N+](=O)[O-])c2)cc1
    7.3µM* | i | 0.1% | . | 4% | -7% | -13% | 11 | 10%
COc1cccc2cc(C(C)N(CCCN3CCOCC3)C(=S)Nc3cc(C)ccc3C)oc12 (stereo not given)
    ? | i | 0.3% | 1% | 6% | -19% | 3% | 3 | -22%
O=S(=O)(c1cccc(Cl)c1)N1CCN(S(=O)(=O)c2ccc3c(c2)OCCO3)CC1
    -13%&25% | i | 1.3% | -4%&11% | -5% | -3% | 19% | . | -16%
CN(C)c1ncc(CN2CCC(C(=O)Nc3ccc(-n4cccn4)cc3)CC2)s1
    15% | i | -0.1% | -1% | 8% | -25% | ? | 10 | 7%
CCOC(=O)c1sc(NC(=O)CSc2nc(C)cc(C)c2C#N)c(C#N)c1C
    7% | i | -0.9% | 5% | 2µM* | 1% | 4% | 26 | -1%
Cc1cc(C)nc(NN2C(=O)C=CC2=O)n1
    10% | i | 0.1% | 1% | ? | -4% | 21% | -3 | .
O=C(O/N=C(/c1ccccc1)c1ccncc1)c1ccccc1[N+](=O)[O-]
    1% | i | -0.8% | -2% | -2% | 8% | -5% | -20 | -12%
CCOc1cccc(C(=O)Nc2ccc(S(=O)(=O)N(Cc3ccccc3)c3ccccc3)cc2)c1
    -22% | i | 6.1% | 7% | . | 0% | -1% | . | -12%
O=C(CC(C(=O)N1CCc2ccccc21)n1ccnc1)NCc1cccnc1 (stereo not given)
    13% | i | 0.3% | 8% | 2% | 3% | 3% | 33 | 3%
CCCCCC(=O)NNC(=S)NC(=O)c1ccccc1[N+](=O)[O-]
    23µM* | i | -0.5% | ? | 5% | -45% | 82%[activator] | 174 | .
COc1ccc(N(Cc2cc3ccccc3[nH]c2=O)C(=O)C2CCCO2)cc1 (stereo not given)
    . | i | 3.0% | -1% | 3% | 11% | -2% | 1 | 8%
COCCn1c(N)c(S(=O)(=O)c2cccs2)c2nc3ccccc3nc21
    -5% | i | 0.1% | 1% | 23µM* | -2% | 18% | -23 | -10%
CCN(CC)S(=O)(=O)c1ccc(Cl)c(C(=O)Oc2cccc(-c3cnc4ccccc4n3)c2)c1
    7% | i | 7.8% | 1% | -2% | 1% | 7% | 38 | 57%[activator]
CCCOc1ccc(N2C(=O)CC(N(CCC)C(=O)CCC(=O)O)C2=O)cc1 (stereo not given)
    -17% | i | -1.3% | 0% | -1% | -1% | 8% | 0 | 5%
Cc1ccc(-n2c(SCC(=O)Nc3ccc4c(c3)OCO4)nnc2-c2ccoc2C)cc1
    ? | i | 1.9% | -17% | 15% | -4% | -5% | 21 | -8%
CC(C)(C)NC(=O)C1CCN(S(=O)(=O)c2cccc(C(F)(F)F)c2)CC1
    -9% | i | -1.0% | 0% | -2% | 54% | -9% | 9 | 3%
COc1cc(NC(=O)c2csc3c2CCCC3)ncn1
    ? | i | 0.6% | 1% | -3% | -5% | -2% | -2 | 29%
COc1ccc(CC(NC(C)=O)C(=O)NC2CCN(C(=O)c3ccc(OC)c(OC)c3)CC2)cc1OC (stereo not given)
    0% | i | 1.0% | -1% | -7% | 5% | 23% | -1 | .
O=C(Nc1cccc2ccccc12)c1ccc2sc([C@@H]3O[C@H](CO)[C@H](O)[C@H](O)[C@H]3O)nc2c1
    . | i | -0.6% | . | . | -3% | -15% | -29 | 5%
COc1ccc(C(=O)NC(=O)Nc2ncccc2C)cc1
    ? | i | 1.8% | -11% | -184%[0.0737 µM] | -21% | 0% | 9 | 31%
O=C(CSc1ccc(Cl)cc1)Nc1ccc(N2CCN(C(=O)c3ccco3)CC2)cc1
    -26% | i | 0.0% | 0% | 4% | -18% | ? | -68* | ?
CC(=O)N1CCc2cc(S(=O)(=O)CCC(=O)NCc3ccc(C)o3)ccc21
    6% | i | 3.0% | 4% | ? | 7% | 6% | -9 | -2%
Cc1c(/C=C/C(=O)c2ccc(C(C)C)cc2)cnn1C
    ? | i | 2.2%[9.22 µM] | -22% | ? | -21% | 3% | -73* | 2%
C[C@@H]1CN([C@H](C)CO)S(=O)(=O)c2ccc(Br)cc2O[C@@H]1CN(C)Cc1ccc(C(=O)O)cc1
    . | i | 0.3% | . | . | 2% | 0% | 7 | 5%
O=C1CN(C(=O)COC(=O)CCCOc2ccccc2)c2ccccc2N1
    ? | i | -0.6% | 25% | -5% | 8% | 1% | -8 | -22%
CS(=O)(=O)N(CC(=O)NCc1ccccc1)c1ccc(Cl)cc1
    4% | ? | 0.3% | 0% | -5% | 3% | 22% | -5 | 18%
COC(=O)c1ccc(NC(=O)c2ccccc2NS(=O)(=O)c2ccccc2)cc1
    ? | ? | -0.1% | -26% | ? | -65% | ? | -62* | -28%

Overlap with the part before: two entries, then new ones.
Each structure is followed by: Nrf2 inh | ATXN viability | Nrf2 activator | A549 viability | MCF10A rerep | HepG2 tox | TGFb SMAD3 inh | IL1B secr inh | ATXN2 expr inh
CS(=O)(=O)N(CC(=O)NCc1ccccc1)c1ccc(Cl)cc1
    4% | ? | 0.3% | 0% | -5% | 3% | 22% | -5 | 18%
COC(=O)c1ccc(NC(=O)c2ccccc2NS(=O)(=O)c2ccccc2)cc1
    ? | ? | -0.1% | -26% | ? | -65% | ? | -62* | -28%
COc1cccc(OC)c1C(=O)Nc1ccc(N2CCN(C(=O)c3ccco3)CC2)cc1
    -21% | i | 0.6% | -1% | 3% | -3% | 6% | -20 | 16%
CCOC(=O)C1=C(N)Oc2cc(O)ccc2C1c1ccc(F)cc1F (stereo not given)
    -9% | . | -0.3% | -2% | ? | -53% | ? | 100 | 23%
Cc1ncc(CN2CCC(C(=O)Nc3cccc(-c4cscn4)c3)CC2)cn1
    ? | i | 5.4% | -10% | ? | 11% | ? | i | -16%
CC(=O)Nc1ccc(-c2ccnc3c2CC(C(=O)Nc2cccc(C(F)(F)F)c2)O3)cc1 (stereo not given)
    . | ? | -0.8% | . | . | 1% | ? | -2 | ?
Cc1ccc(-c2cc(-c3ccc(C)o3)nc(N)c2C#N)cc1
    27% | i | ? | 2% | ? | 1% | 28% | -6 | 10%
N#CC1=C(N)N2C(=C(C#N)C13CCN(Cc1ccccc1)CC3)Nc1ccccc12
    . | ? | 2.4% | 5% | 29% | -12% | 8% | 10 | 6%
CCN(CC(=O)NC1CCS(=O)(=O)C1)C(=O)C(c1ccccc1)c1ccccc1 (stereo not given)
    -16% | ? | -0.5% | -5% | 6% | 7% | -6% | 16 | 10%
COc1ccc(N2C(=O)C3C(C2=O)C3(c2ccccc2)c2ccccc2)cc1 (stereo not given)
    15% | i | 0.6% | -3% | 12% | 24% | ? | -13 | -26%
Cc1ccc(C)c(S(=O)(=O)Nc2ccc(C(=O)NCC(c3ccco3)N3CCCCC3)cc2)c1 (stereo not given)
    5% | i | 3.1% | -13% | -1% | 6% | ? | -6 | -5%
COc1ccc(C(=O)c2[nH]c(N)c(C(=O)NCCc3c[nH]c4ccccc34)c2-c2ccc(Cl)cc2)cc1
    . | ? | 6.2% | . | . | . | . | ? | -21%
CCCN(CCC)CCCNC(=O)Cn1cc2c(n1)-c1c(oc(C(=O)N3CCCC3)c1C)CC2
    3% | . | 0.0% | 8% | . | -17% | -28% | . | .
O=C(Cc1ccccc1F)Nc1nc2ccccc2[nH]1
    ? | i | 2.4% | 0% | 4% | -8% | 7% | -28 | 4%
CN(C)c1ccc(/C=C/c2nc(-c3ccccc3O)n(-c3ccccc3)n2)cc1
    -16% | i | 3.2% | 0% | . | -22% | 7% | . | -12%
Cc1cc(C)n2c(Nc3ccc4c(c3)OCCO4)c(C(C)C)nc2n1
    . | i | 1.2% | . | . | . | . | 89 | -19%
Cc1cc(O)ccc1NC1=CC(=O)CC(C)(C)C1
    8% | i | -0.3% | 4% | -5% | -2% | 2% | -1 | -17%

Printed as active in IL1B secr inh, among the entries above:
Structure	Nrf2 activator	TGFb SMAD3 inh	IL1B secr inh
Cc1ccc(-c2cc(-c3ccc(F)cc3)n[nH]2)c(O)c1	?	3%	-61*
O=C(CSc1ccc(Cl)cc1)Nc1ccc(N2CCN(C(=O)c3ccco3)CC2)cc1	0.0%	?	-68*
Cc1c(/C=C/C(=O)c2ccc(C(C)C)cc2)cnn1C	2.2%[9.22 µM]	3%	-73*
COC(=O)c1ccc(NC(=O)c2ccccc2NS(=O)(=O)c2ccccc2)cc1	-0.1%	?	-62*
